Polio RdRp inh: inhibitors of poliovirus RNA polymerase binding and polymerization; P03300; % elongation, % (compound at 16.7 µg/mL); poliovirus polymerase elongation, fluorescence polarization; active compounds read low; AID 588519; 0.66% of 150,000 active; in the data active means % elongation below about 90%; further: some results filed as inactive read as strong as hits
Target sequence (P03300 1749-2209 limits assumed): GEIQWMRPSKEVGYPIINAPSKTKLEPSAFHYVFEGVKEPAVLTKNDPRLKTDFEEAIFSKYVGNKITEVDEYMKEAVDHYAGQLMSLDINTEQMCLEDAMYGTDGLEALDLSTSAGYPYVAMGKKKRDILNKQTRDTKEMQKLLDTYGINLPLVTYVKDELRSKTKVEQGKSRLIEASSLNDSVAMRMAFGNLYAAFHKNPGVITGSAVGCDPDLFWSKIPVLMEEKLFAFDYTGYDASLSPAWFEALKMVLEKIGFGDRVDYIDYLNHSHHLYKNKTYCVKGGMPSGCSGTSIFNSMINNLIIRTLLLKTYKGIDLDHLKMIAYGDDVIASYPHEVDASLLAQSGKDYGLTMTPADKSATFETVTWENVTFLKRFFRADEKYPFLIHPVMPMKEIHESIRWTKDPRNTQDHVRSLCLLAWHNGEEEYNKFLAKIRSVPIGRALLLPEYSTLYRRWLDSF
Polio RdRp inh FP z-score: recorded beside Polio RdRp inh, whose call it bears; z-score; measured here: FP z-score; hits read low
Numbers without * were called inactive; & = joins results of further samples. These rows are one share of the data; count on the stated rates, not on these rows.

Under each structure: Polio RdRp inh, Polio RdRp inh FP z-score
COC(=O)c1nn(-c2ccc(-c3ccccc3)cc2)cc1O
    104, 0.3
O=C1C2C3C=CC(C3)C2C(=O)N1CCN1CCN(S(=O)(=O)c2ccc(Br)cc2)CC1 (stereo unspecified)
    99, -1
O=C(CCC(=O)N1CC2CCCN2c2ccccc21)NCc1ccccc1 (stereo unspecified)
    103, -0.2
CN(C)S(=O)(=O)c1ccc2nnn(OCC(=O)NCCC3=CCCCC3)c2c1
    104, 0
Cc1ccc2nc(COC(=O)CSc3ncnc4c3oc3ccccc34)cc(=O)n2c1
    106, 0.4
CC1CCN(C(=O)C2CCN(CC3CCCCC3)CC2)CC1
    101, -0.3
Cc1cc(C)nc(N(C#N)CC(=O)c2ccccc2)n1
    102, 0.2
CCc1ccc(NC(=O)CN(C)S(=O)(=O)c2ccc3nc(-c4ccccc4)[nH]c3c2)cc1
    105, 0.5
Cc1ccc(Cn2ccnc2SCC(=O)Nc2ccc3c(c2)OCO3)cc1
    103, -1.1
CCC(=O)N1c2ccc(S(=O)(=O)CCC(=O)Nc3ccc(OC)cc3OC)cc2CC1C (stereo unspecified)
    111, 0.6
CC(C(=O)N1CCCC1)N1CCN(S(=O)(=O)c2cccs2)CC1 (stereo unspecified)
    106, 0.4
CC(=O)Nc1ccccc1N1CCN(S(C)(=O)=O)CC1
    104, 1
CCCCNC(=O)C12CCC(C)(C(=O)C1)C2(C)C (stereo unspecified)
    100, -0.9
COc1cc(OC)c2c(C)cc(=O)oc2c1
    103, 0.4
Cc1ccc(C(=O)NCC(=O)O)cc1C
    99, -0.3
O=C(Nc1ccc(S(=O)(=O)NC23CC4CC(CC(C4)C2)C3)cc1)C1CC1
    95, -1.5
O=C(COC(=O)Cc1ccsc1)Nc1ccccc1C(F)(F)F
    101, -0.4
CCc1ccc(NC(=O)C(NS(=O)(=O)c2cccc3nsnc23)c2ccccc2)cc1 (stereo unspecified)
    109, 0.8
Oc1ccccc1CNc1cnc2ccccc2c1
    103, -0.1
CCN(CC)C(=S)N=P(c1ccccc1)(N1CCOCC1)N1CCOCC1
    104, 0.3
CSc1nc(-n2nc(C)cc2C)c2c3c(sc2n1)COC(C)(C)C3
    99, -0.8
COC(=O)CSc1nc2cc(OC)c(OC)cc2cc1C
    101, -0.5
Cn1c(=O)oc2cc(S(=O)(=O)NCCC(=O)Nc3ccc(F)c(Cl)c3)ccc21
    107, 0.8
CC1(C)C/C(=N/O)c2ccoc2C1
    101, 0.1
COc1cccc(CSc2nc3ccccc3c3nc(CCn4c(C)nc5ccccc54)nn23)c1
    112, 1.3
CCN(C(=O)c1cccs1)c1ccccc1
    100, 0.1
Cc1csc(NC(=O)CSc2ccc(Cl)cc2)c1C(N)=O
    105, 0.2
Cc1cc(C(=O)N/N=C/C(C)(C)C)nn1C
    106, 1.1
COc1ccc(N2CCN(C(=O)c3nn(-c4ccc(C)cc4)c(=O)n(C)c3=O)CC2)cc1
    98, -2
COC(=O)Cc1nc(-c2cccs2)no1
    104, 0.4
O=C(O)CCC1COc2ccccc2O1 (stereo unspecified)
    101, -0.1
O=C(Nc1ccc2nonc2c1)N1CCOCC1
    111, 1.4
COc1ccc(/C=C(/C#N)c2ccc(Cl)cc2)cc1OC
    103, 0
CC(C)CCNC(=O)[C@@H](c1ccccc1)N1Cc2ccccc2C1=O
    101, -1.4
O=C(COC(=O)C1CC2C=CC1C2)NCc1ccco1 (stereo unspecified)
    103, 0.8
CC(C)N1C(=O)C(C#N)C2(CCNCC2)C(C#N)=C1S (stereo unspecified)
    109, 0.7
CCOc1ccc(C(c2c(C)[nH]n(-c3ccccc3)c2=O)c2c(C)[nH]n(-c3ccccc3)c2=O)cc1OC
    101, -1.3
COc1ccc(CCNC(=O)c2ccc3c(c2)CCN3S(=O)(=O)c2ccccc2)cc1OC
    102, -1.1
CCn1cc(C(=O)O)c(=O)c2cc(F)c(N3CCN(C(=S)Nc4ccc5c(c4)OCO5)CC3)cc21
    99, -0.4
COc1ccc(-c2nnn(CCC(=O)O)n2)cc1
    103, 0.3

Profiles, quoted from the list. Screens in order: Polio RdRp inh | Polio RdRp inh FP z-score
O=C(O)CCC1COc2ccccc2O1 (stereo unspecified) across the screens: 101 | -0.1
CCn1cc(C(=O)O)c(=O)c2cc(F)c(N3CCN(C(=S)Nc4ccc5c(c4)OCO5)CC3)cc21 across the screens: 99 | -0.4
CC(C)N1C(=O)C(C#N)C2(CCNCC2)C(C#N)=C1S (stereo unspecified) across the screens: 109 | 0.7

Going on with the list:
Under each structure: Polio RdRp inh, Polio RdRp inh FP z-score
CCOc1ccc(CCNC(=O)CCCn2c(=O)c3cccn3c3ccccc32)cc1
    108, 0.2
COc1cc2c(c(OC)c1OC)-c1ccc(O)c(=O)cc1C(N)CC2 (stereo unspecified)
    99, -0.1
Nc1nc(CCC(=O)OCC(=O)Nc2ccc(F)cc2)nc(Nc2ccccc2)n1
    98, -0.6
Cc1cc2ccccc2n1-c1ccc(C(=O)N2CCC(C(=O)NC3CC3)CC2)s1
    103, 0.7
COc1ccc(C)cc1NC(=O)CN(C)S(=O)(=O)c1ccc(Br)s1
    103, 0.6
COc1ccc(OC)c(NC(=O)c2ccc3c(SCC(=O)O)c4c(nc3c2)CCCC4)c1
    103, 0
CCOc1ccc(-c2nc(C#N)c(NCCCOC)o2)cc1
    105, 0
CN1CCN(C(=O)CN2C(=O)/C(=C/c3ccccc3)SC2=S)CC1
    97, -1.1
O=C(Nc1ccnn1C1CCCCC1)c1cccnc1Nc1ccccc1F
    102, 0.1
Cc1nn(-c2ccc(F)cc2)c2sc(C(=O)N(Cc3ccco3)Cc3cccs3)cc12
    102, 0
C=Cc1ccc(CN2C(=O)N(c3ccccc3)C3CS(=O)(=O)CC32)cc1 (stereo unspecified)
    99, -0.4
CCOC(=O)Cc1ccc(NC(=O)NCc2cccn2Cc2ccccc2)cc1
    106, 0
O=S(=O)(Cc1ccccc1Cl)NCc1cccnc1
    104, 0.7
c1ccc(-c2nnc(SCC3COc4ccccc4O3)nc2-c2ccccc2)cc1 (stereo unspecified)
    101, -0.2
COc1ccc(C2=C(C)C(N3CCC(C(=O)NCc4ccco4)CC3)=NS2(=O)=O)cc1
    107, 0.2
CC(=O)NN=C(C1CC1)C1CC1
    104, 0.2
CN(C)/C=N/c1nnc(N2CCN(c3cccc(Cl)c3)CC2)s1
    105, 0.3
CCCc1nn2c(=O)cc(COC(=O)c3cccc(NC(=O)CCc4ccccc4)c3)nc2s1
    106, 0
Cc1cc(C)cc(N2C(N)=NC(N)=NC2c2cccc(Cl)c2)c1 (stereo unspecified)
    102, 0.1
Oc1ccc(C=Nc2ccc(Nc3ccccc3)cc2)c(O)c1
    84, -6.4
COc1ccccc1CNC(=O)CCn1c(=O)c2ccccc2n(CC(=O)Nc2ccc(Br)cc2F)c1=O
    105, -0.1
CC(C)(C)OC(=O)N1CCC(c2c(C(=O)N3CCN(C(=O)c4ccco4)CC3)cnn2-c2cccc(Cl)c2)CC1
    97, -1.4
Cc1cc(C)c(Cn2c(C(O)c3ccccc3)nc3ccccc32)c(C)c1 (stereo unspecified)
    111, 0.8
C[N+]12CCC(CC1)C(OC(=O)C(O)(c1ccccc1)c1ccccc1)C2 (stereo unspecified)
    100&101, 0&0.3
COc1ccc(-c2noc(N(C)CC(=O)N3CCN(c4cccc(Cl)c4)CC3)n2)cc1
    103, 0.3
CCOc1ccc2nc(NC(=O)c3ccccc3Cl)sc2c1
    104, 0.4
CCC1CN(C(=O)N2CCC(C(=O)NCc3ccc(OC)cc3OC)CC2)c2cc(C)ccc2O1 (stereo unspecified)
    108, 0.2
O=C(N1CCN=C1c1ccccc1)N1c2ccccc2Sc2ccccc21
    99, -0.6
Cc1ccc(Sc2ccc(N3CCC(C(=O)Nc4ccc(C)c(F)c4)CC3)nn2)cc1
    109, 0.8
CCCC(=O)Nc1nncs1
    100, -0.5
Cc1sc2ncn(CC(=O)Nc3cccc(C(F)(F)F)c3)c(=O)c2c1S(=O)(=O)N1CCC(C)CC1
    106, 0.3
CCOC(=O)c1sc(/N=C/c2ccc(O)cc2O)cc1C
    149, 4.6
COc1ccc2sc(C)[n+](CCO)c2c1
    103, 0.5
CC(C)N(CCC#N)C(=O)Nc1ccc(F)cc1
    101, 0
C#CCN1C(=O)S/C(=C\c2ccc(OCc3ccc(C(=O)O)o3)cc2)C1=O
    100, -0.5
CC(C)C(OC(=O)c1ccc2c(c1)NC(=O)C(C)(C)O2)C(=O)NC1CCCC1 (stereo unspecified)
    101, -0.6
O=C(CCC(=O)N1Cc2ccccc2Oc2ncccc21)Nc1ccc(Cl)cc1
    102, -1.3
O=C(/C=C/c1ccco1)NC(=S)Nc1ccccc1O
    101, -0.3
Cc1ccc(C)c(N2CCN(C(=O)C3CCN(S(=O)(=O)c4ccc5[nH]c(=O)oc5c4)CC3)CC2)c1
    110, 1
Cc1ccccc1NC(=O)/C(C#N)=C/c1ccc(Cl)cc1Cl
    103, -0.2
COc1ccc(-c2cc(C(=O)OCCN3CCOCC3)c3ccccc3n2)cc1
    101, -0.3
Cc1cc(NCCC(C)C)n2c(nc3ccccc32)c1C#N
    101, -0.3
CN1C(=O)C(=C2C=C(c3ccccc3)N(Cc3ccco3)C3=C2CCCC3)C(=O)N(C)C1=O
    96, -2
CCCOc1ccc(Oc2nc(N(C)C)nc(N(C)C)n2)nn1
    101, -0.2
COC(=O)c1c(-c2cccs2)csc1NC(=O)c1ccc(C)cc1
    76*, -2.7*
CC(=O)N1c2ccccc2NC2=C(C(=O)CCC2)C1c1ccc(N(C)C)cc1 (stereo unspecified)
    102, 0.1
COc1ccc(N2CC(NC(=O)C(c3ccccc3)c3ccccc3)CC2=O)cc1OC (stereo unspecified)
    107, 0.2
CC(=O)N1c2ccccc2Sc2ccccc21
    100, -0.9
C=CCN1C(=O)C2C(C(=O)NCc3ccccc3)C3C=CC2(O3)C1C(=O)NC(C)(C)C (stereo unspecified)
    105, 0.9
C(=N\n1cnnc1)/c1cccs1
    101, -0.1

Next section.
Under each structure: Polio RdRp inh, Polio RdRp inh FP z-score
CC(C)(C)C(=O)Nc1cccc(C(=O)OCc2cc(=O)n3nc(C4CCCCC4)sc3n2)c1
    105, -0.2
Cc1ccc(CNC(=O)c2ccc(CSCc3ccc(C)cc3)o2)cc1
    112, 0.4
COc1ccc(-c2noc(CC(=O)N(C)Cc3ccccc3)n2)cc1
    105, 0.5
O=C(Nc1cccc(NC(=O)C2CC3CCCC(C2)C3=O)n1)C1CC2CCCC(C1)C2=O (stereo unspecified)
    98, -0.9
COc1ccc(-c2noc(-c3cc4ccccc4oc3=Nc3ccc(NC(C)=O)cc3)n2)cc1
    100, -0.9
CC(Oc1ccccc1)C(=O)NCCc1ccc(S(N)(=O)=O)cc1 (stereo unspecified)
    106, 0.4
CC(CNC(=O)c1ccc(Cn2c(SCc3ccccc3)nc3cccnc32)cc1)c1ccccc1 (stereo unspecified)
    110, 0
O=C(CCCCn1c(=O)[nH]c2ccsc2c1=O)N1CCN(c2cccc(Cl)c2)CC1
    109, 1.1
O=C(Nc1cc(Cl)cc(Cl)c1)Nc1cc(-c2ccccc2)[nH]n1
    105, 0.3
O=c1[nH]c2cc3c(cc2cc1C(c1nnnn1C1CCCC1)N1CCc2ccccc21)OCCO3 (stereo unspecified)
    102, 0.1
COC(=O)c1ccc(CN(Cc2ccc(C(=O)OC)o2)C(C)(C)C)o1
    101, 0
O=C(NCc1ccccc1F)c1cc(=O)c2ccccc2o1
    104, 0
CN(Cc1ccccc1)C(=O)c1cccs1
    105, 0.2
O=C(c1cccs1)c1no[n+]([O-])c1C(=O)c1cccs1
    95, -1.6
COc1ccc(C(=O)CN2C(=O)N(c3cc(C)ccc3C)S(=O)(=O)c3ccccc32)cc1
    107, 0
O=C(O)c1cc(=O)[nH]c2ccc(S(=O)(=O)Nc3ccc(F)cc3)cc12
    99, -0.4
CC(C)(C)C1=CC(=O)c2c(ccc(C(C)(C)C)c2O)C1=O
    98, -0.7
O=C(O)CNC(=O)c1ccc(N2C(=O)c3ccccc3C2=O)cc1
    100, 0
COCCCNC(=O)CSc1nc2c(sc3ccccc32)c(=O)n1CCc1ccccc1
    103, -1
Cc1ccc(-n2c(/C=C/c3cc(Br)cs3)nc3ccccc3c2=O)cc1C
    103, -1

Reprinted at random: 4 records from the list
Under each structure: Polio RdRp inh, Polio RdRp inh FP z-score
Cc1ccc(-n2c(/C=C/c3cc(Br)cs3)nc3ccccc3c2=O)cc1C
    103, -1
COc1cccc(CSc2nc3ccccc3c3nc(CCn4c(C)nc5ccccc54)nn23)c1
    112, 1.3
Cc1csc(NC(=O)CSc2ccc(Cl)cc2)c1C(N)=O
    105, 0.2
CCOc1ccc(-c2nc(C#N)c(NCCCOC)o2)cc1
    105, 0

Following part:
Under each structure: Polio RdRp inh, Polio RdRp inh FP z-score
CCn1c(COc2ccccc2C(N)=O)nc2ccccc21
    100, -0.2
O=C(c1ccc2c(c1)CCN2S(=O)(=O)c1ccccc1)N1CCN(c2ccccc2F)CC1
    110, 0.9
CCOc1ccc(CCNC(=O)C2CC(=O)OC2c2ccc(OC)c(OC)c2)cc1 (stereo unspecified)
    105, 1.6
O=C(O)/C=C\C(=O)NC1CCN(Cc2ccccc2)CC1
    102, 0.3

Screening data from PubChem.
